# CSN inh: CSN deneddylation inhibition | Purified CSN, SCF-Nedd8-OG deneddylation, fluorescence polarization | 360,000 compounds, 0.38% hits | inhibition, % at 12.5 µM | Q92905 | AID 651999;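 active = pattern-corrected inhibition above about 35%, with an unprinted fluorescence ratio check between 0.5 and 1.5, limit read from the data, passing the limit was not always enough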;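 note: 0% = enzyme with substrate and 100% = substrate without enzyme; some results filed as inactive read as strong as hits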
#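 Test system: purified human Csn5 enzyme expressed in HEK293T cells. Amount: 0.24 nM enzyme. Reagent: SCFSkp2-Nedd8OG substrate at 10 nM final. Schedule: 90 min incubation of compound, enzyme and substrate at room temperature. Detection: fluorescence polarization. Read-out: % inhibition of substrate cleavage by Csn5.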
# Tb MetRS inh: Trypanosoma brucei MetRS inhibition | purified T. brucei MetRS, ATP depletion, Kinase-Glo luminescence | inhibition, % at 11.9 µM | 360,000 compounds, 0.4% hits | AID 624268;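 active = inhibition above a per-plate cutoff of the control wells' mean inhibition plus 3 SD, cut at about 5.5% in these data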;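 note: 0% = DMSO wells median and 100% = median of wells with control inhibitor compound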
#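 Dosing: 11.9 µM single point; system: parasite MetRS enzyme; technique: luminescence of leftover ATP; times: 15 min enzyme-compound preincubation, 2 h reaction, 10 min detection, 25 °C; replicates: each compound tested once; read-out basis: percent inhibition relative to median high and low control wells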
# DNMT1 block: DNMT1 (human) enzyme inhibition; inhibition (reported as % activation of signal), % at 10 µM; P26358; DNMT1 molecular beacon, Hinp1I cleavage, fluorescence; 360,000 compounds, 0.83% hits; in the data active = inhibition above about 50%
# NadD block: NadD (S. aureus) enzyme inhibition; purified NadD enzyme, colorimetric absorbance read-out; inhibition, % at 20 µM; 360,000 compounds, 0.78% hits; AID 602399; in the data active = inhibition above about 26%; note: some compounds past the cut are filed as inactive
# Rpn11 block: inhibitors of human proteasome Rpn11; human 26S proteasome, Ub4-pepOG fluorescence polarization; 20S core pre-blocked with epoxomicin; calls only at 20 µM; 360,000 compounds, 0.59% hits;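 active = inhibition at 20 µM, scaled to each plate's controls, above about 33%, limit read from the data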
# STEP inh: STEP (human) phosphatase inhibition; recombinant STEP, OMFP fluorogenic substrate, fluorescence; 360,000 compounds, 0.25% hits; inhibition, % at 20 µM; AID 588621;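 active = inhibition at 20 µM, scaled per plate between control wells, above about 37%, limit read from the data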;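 note: 0% = DMSO with enzyme and substrate and 100% = substrate only without enzyme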
# Target sequence (P54829 whole entry, looked up): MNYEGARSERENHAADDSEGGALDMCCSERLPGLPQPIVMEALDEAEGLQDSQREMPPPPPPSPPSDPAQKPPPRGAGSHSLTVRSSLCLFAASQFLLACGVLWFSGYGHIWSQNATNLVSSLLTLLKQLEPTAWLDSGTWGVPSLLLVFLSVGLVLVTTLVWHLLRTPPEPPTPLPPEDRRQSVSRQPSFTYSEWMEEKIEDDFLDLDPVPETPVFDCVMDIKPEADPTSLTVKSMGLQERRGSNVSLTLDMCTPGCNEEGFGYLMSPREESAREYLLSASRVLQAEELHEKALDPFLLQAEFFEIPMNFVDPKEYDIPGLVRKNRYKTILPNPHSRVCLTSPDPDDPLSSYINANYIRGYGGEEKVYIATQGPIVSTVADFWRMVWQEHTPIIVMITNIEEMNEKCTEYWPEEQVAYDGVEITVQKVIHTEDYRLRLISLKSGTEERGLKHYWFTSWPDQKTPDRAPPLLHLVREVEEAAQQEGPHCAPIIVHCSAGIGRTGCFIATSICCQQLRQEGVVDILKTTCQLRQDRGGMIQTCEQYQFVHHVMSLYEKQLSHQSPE
#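 Assay system: isolated STEP enzyme. Buffer or medium: pH 6.0 Bis-Tris with DTT and Tween 20. Also added: fluorogenic phosphatase substrate OMFP at 25 µM final. Dosing: 20 µM, 1% DMSO. Timing: 20 min reaction, room temperature, in the dark. Measured by: fluorescence intensity, excitation 480 nm, emission 540 nm. Evaluation: normalized % inhibition.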
# Scp-1 inhibitor: Scp-1 (human) phosphatase inhibition; Recombinant Scp1, phosphopeptide, malachite green phosphate absorbance; inhibition, % at 20 µM; AID 493091; 340,000 compounds, 0.88% hits;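 active = inhibition above about 50% at 20 µM, limit read from the data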;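 note: plate controls were DMSO wells with enzyme for no effect and wells lacking enzyme for full effect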
# Target sequence (Q9GZU7 76-261 limits assumed): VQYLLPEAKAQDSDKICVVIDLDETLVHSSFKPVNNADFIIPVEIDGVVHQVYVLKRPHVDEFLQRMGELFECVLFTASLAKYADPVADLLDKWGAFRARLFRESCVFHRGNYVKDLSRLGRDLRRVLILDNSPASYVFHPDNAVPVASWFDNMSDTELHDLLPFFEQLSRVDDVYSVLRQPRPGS
#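 Incubation: 45 min enzyme reaction at room temperature / System: truncated SCP-1 phosphatase (76-261aa) / Reagent: Phospho 17-mer peptide substrate / Buffer or medium: Acidic Tris acetate buffer with magnesium and detergent / Signal: absorbance at 630 nm / Doses: one concentration, 20 µM, with 1.0% DMSO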
# SUMO1-SIM PPI: SUMO1-SIM interaction modulation; inhibition, % at 20 µM; AID 602429; P63165; SUMO1 binding to a labelled peptide, TR-FRET, 1 h; 360,000 compounds, 0.33% hits; in the data active = inhibition above about 37%
# Target sequence (P63165 whole entry, looked up): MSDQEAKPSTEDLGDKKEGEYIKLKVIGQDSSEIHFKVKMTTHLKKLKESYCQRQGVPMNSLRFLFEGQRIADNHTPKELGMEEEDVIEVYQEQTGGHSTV
# LMPTP block: LMPTP (human) inhibition; AID 651560; recombinant LMPTP-A, OMFP fluorogenic substrate, fluorescence intensity; inhibition, % at 20 µM; 360,000 compounds, 0.22% hits;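 active = compounds that cut the enzyme signal by at least half of the control window in the single-dose screen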;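 note: plate controls were DMSO wells with enzyme plus substrate for no effect and substrate without enzyme for full effect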
# Target sequence (P24666 whole entry, looked up): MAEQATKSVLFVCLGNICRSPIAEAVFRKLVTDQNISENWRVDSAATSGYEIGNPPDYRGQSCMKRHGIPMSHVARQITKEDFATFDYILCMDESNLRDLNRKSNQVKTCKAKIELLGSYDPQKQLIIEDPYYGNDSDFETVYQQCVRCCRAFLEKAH
#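 Test system – LMPTP-A phosphatase enzyme · Quantity – 0.625 nM LMPTP-A final · Reagent – OMFP substrate, 400 µM final · Dosing – one test concentration per compound, 20 µM, with 3% DMSO overall · Timing – 50 min enzyme reaction at room temperature, protected from light · Detection – fluorescence intensity · Controls – substrate-only low control, DMSO enzyme-plus-substrate high control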
# MLLE-PAM2 inh: blocks PAM2 peptide binding to the PABP1 MLLE domain; GST-MLLE / FITC-PAM2 fluorescence polarization; inhibition, % at 20 µM; 360,000 compounds, 0.36% hits; P11940; in the data active = inhibition above about 35%, passing the limit was not always enough;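 note: plate controls were DMSO wells with GST-MLLE for no effect and wells lacking GST-MLLE protein for full effect; some results filed as inactive read as strong as hits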
# Active calls of the source: *; i = inactive; nt = no result given.
Molecule	CSN inh	Tb MetRS inh	DNMT1 block	NadD block	Rpn11 block	STEP inh	Scp-1 inhibitor	SUMO1-SIM PPI	LMPTP block	MLLE-PAM2 inh
Cc1ccc(Cn2nnc3c(=O)[nH]c(C4CCN(S(=O)(=O)/C=C/c5ccccc5)CC4)nc32)cc1	-1	0.6	-4	31*	i	1	-5	-4	3.2	-7
COc1ccc(NC(=S)N(CCCN2CCC(C)CC2)Cc2cccs2)cc1Cl	7	0.3	-3	-6	i	56*	-4	-2	-0.4	-61
O=C(Nc1ccc2ccccc2c1)C(c1ccccc1)C1CCCC1 (stereo not drawn)	4	-0.2	-5	-5	i	1	-14	6	5.3	-2
Cc1ccccc1N1C(S)=C(C#N)C(=O)NC1c1cccs1 (stereo not drawn)	1	0.6	-1	3	i	0	-2	0	-1.1	-39
COc1cccc(C(=O)NCC2CCCN2S(=O)(=O)c2cccs2)c1 (stereo not drawn)	-7	-0.1	-1	-4	i	1	-9	1	0.6	14
O=CN1CCN(C(C(=O)NC2CCCCC2)c2cc3c(cc2[N+](=O)[O-])OCO3)CC1 (stereo not drawn)	-6	-0.1	-3	-1	i	-2	-7	10	-0.8	16
Cc1cccc(-n2c(O)cnc2Nc2nc(C)cc(C)n2)c1	0	-0.7	-5	-5	i	-4	3	4	-0.9	1
COc1ccc(/C=C/C(=O)c2ccc3c4c(cccc24)CC3)cc1	1	-0.9	7	2	i	1	-9	-2	3.5	5
CCCCn1c(SCC(=O)NCc2ccco2)nc2ccc(N3CCOCC3)cc2c1=O	7	0.1	-2	7	i	5	8	6	1.1	-23
CC(=O)C1=C(C)N(Cc2ccccc2)C(=O)N[C@H]1c1cccc(F)c1	-4	-0.1	-3	-4	i	0	-4	2	-0.1	-5
CCCCOc1ccc(C(C)NC(=O)CCS(=O)(=O)Cc2ccccc2Cl)cc1 (stereo not drawn)	-2	-0.1	2	-2	i	3	-3	2	-0.1	13
Cc1cc(-c2ccc(Br)cc2)n2nc(C)cc2n1	3	-0.2	8	-5	i	-2	nt	-19	-0.3	2
O=C(c1ccc(Br)o1)N1CCN(CCOc2ccccc2)CC1	-5	-0.5	-2	-5	i	0	-6	4	-0.7	4
CCCc1c(OCCCOc2ccc(OCC(=O)O)cc2)ccc(C(C)=O)c1O	0	-0.3	-6	18	i	0	-9	19	1.5	10
O=C(NCc1cccnc1)C(=O)NCC1CCCO1 (stereo not drawn)	-3	-0.7	0	-5	i	0	-9	1	-1.8	-7
CCC1=NN(C(=O)C(=O)Nc2ccc(Br)cc2)C(O)(C(F)(F)F)C1 (stereo not drawn)	6	-0.6	-5	1	i	1	1	4	-0.8	-28
COc1ccc(NC(=O)CN(C2CCCCC2)S(C)(=O)=O)cc1OC	2	-0.1	2	-2	i	1	-8	3	-1.1	-3
Cc1cc(C)c2c(=O)c(C#N)coc2c1	17	-0.3	4	-3	i	-2	-4	0	-1.1	39*
Cc1cc(Br)ccc1NCc1ccccn1	-1	-1.5	-1	-1	i	0	-5	-2	-0.7	-10
O=C(CCN1C(=O)C2C3CCC(C3)C2C1=O)OCC(=O)c1ccc(Br)cc1 (stereo not drawn)	-2	-0.1	1	-2	i	0	-13	5	-0.8	-16
COc1ccc(NC(=O)c2cc(Br)ccc2Cl)c(OC)c1	0	-1.1	5	-3	i	-4	-2	1	-1.8	7
CCNC(=S)Nc1ccc2c(c1)c(=O)n(C)n2Cc1ccc(Cl)cc1	2	-0.1	-3	1	i	-2	nt	2	-0.1	-18
O=C(O)C1CCN(S(=O)(=O)c2cccc3nsnc23)CC1	6	0.0	0	-2	i	-2	-1	-22	-0.6	0
COCCOC(=O)c1c(C)n(C)c2ccc(OC(=O)C3CC3)cc12	2	-1.2	1	-5	i	-4	-4	-2	-1.2	-9
O=C(NCc1cccnc1)C1CC(c2ccccc2Cl)=NO1 (stereo not drawn)	4	-0.6	-2	2	i	0	3	-1	-0.2	-5
CCCn1c(N)c(Sc2ccc(Cl)cc2)c(=O)n(CCC)c1=O	2	-1.0	-2	4	i	-4	3	-4	0.0	6
CO[C@@H]1CN(C)C(=O)c2ccc(NC(=O)c3ccccc3F)cc2OC[C@@H](C)N(CC2CCOCC2)C[C@@H]1C	-2	0.1	nt	nt	nt	nt	nt	0	0.5	nt
CCOc1ccc(NC(=O)CCCc2cc(-c3ccc(OCC)cc3)on2)cc1	-1	-0.9	57*	-1	i	5	-7	-2	-0.4	-9
O=C(CSc1nnc(-c2ccncc2)o1)N1CCCCCC1	0	-0.7	0	-2	i	-2	9	5	-0.8	4
COc1ccc(NS(=O)(=O)c2cccc(C(=O)NCC3CCCO3)c2)cc1 (stereo not drawn)	-1	-0.3	0	-5	i	2	-8	0	-1.8	4
COc1ccc(S(=O)(=O)Nc2c(NC3CCCCC3)c3ccccc3oc2=O)cc1OC	-2	-0.3	4	-8	i	1	-5	-3	0.1	7
N/C(=N\OC(=O)Cc1cccs1)c1ccc(Br)cc1	2	-0.5	-3	-7	i	1	-1	3	1.4	-20
COc1ccc(C2C(C(=O)c3ccc(C)o3)=C(O)C(=O)N2Cc2cccnc2)cc1OC (stereo not drawn)	3	0.3	-1	-1	i	0	-4	-13	-1.0	0
Cc1ccc(S(=O)(=O)CCC(=O)OCC(=O)NC(C)c2ccccc2)cc1 (stereo not drawn)	-8	-0.3	-1	2	i	-1	-8	4	-0.1	6
CCOC(=O)C1c2cccc(O)c2CCN1C(C)=O (stereo not drawn)	1	-0.1	18	-4	i	5	nt	6	10	-1
N#Cc1c(-c2ccncc2)cc(-c2ccc(F)cc2)nc1N	3	0.3	1	-6	i	-2	0	-8	0.2	-7
Fc1ccc(-c2nc3ccc(Cl)cn3c2Cc2ccccc2)cc1	-4	0.2	4	1	i	1	nt	9	1.7	20
O=C1c2ccccc2NC(c2cccs2)N1O (stereo not drawn)	0	-0.1	3	-5	i	-1	1	-1	-0.9	8
COc1ccccc1CC(=O)N1CCC(n2nccc2NC(=O)C2CCOC2)CC1 (stereo not drawn)	-2	-0.5	0	-1	i	0	-2	2	-0.9	10
Cc1ccc(-c2nc(CN(C)Cc3cccc4cnccc34)c(C)o2)s1	1	-1.2	-3	6	i	0	1	-4	-0.8	0
Cc1ccc(-c2nc(CS(=O)(=O)CC(=O)NCc3cccc(F)c3)c(C)o2)cc1	-5	0.6	-1	-4	i	1	-7	-1	0.6	-3
CCOc1ccc(CCNS(=O)(=O)c2ccc3c(c2)N(C(C)=O)CCO3)cc1OCC	-3	-1.0	0	-4	i	2	-2	-5	-0.4	3
CCOC(=O)C1=C(C)NC(=S)NC1c1ccco1 (stereo not drawn)	10	-0.5	4	-5	i	-4	6	9	-0.7	22
CCOC(=O)c1ccc(N2CCN(C(C)=O)CC2)c(NC(=O)c2cccnc2)c1	12	-1.6	11	5	i	0	1	-2	-1.3	-1
c1ccc(-c2nnsc2-c2ncc[nH]2)cc1	0	-0.6	-2	-1	i	0	-7	-10	-0.9	12

# Ordered by the number under Scp-1 inhibitor (lowest first): 3 of the compounds above.
mol	Scp-1 inhibitor
COc1ccc(S(=O)(=O)Nc2c(NC3CCCCC3)c3ccccc3oc2=O)cc1OC	-5
COc1ccc(C2C(C(=O)c3ccc(C)o3)=C(O)C(=O)N2Cc2cccnc2)cc1OC (stereo not drawn)	-4
Cc1ccc(-c2nc(CN(C)Cc3cccc4cnccc34)c(C)o2)s1	1

# Next entries follow:
Molecule	CSN inh	Tb MetRS inh	DNMT1 block	NadD block	Rpn11 block	STEP inh	Scp-1 inhibitor	SUMO1-SIM PPI	LMPTP block	MLLE-PAM2 inh
Cc1oc(-c2ccccc2F)nc1CS(=O)(=O)CC(=O)NC1CCCC1	-3	-0.5	5	-3	i	1	-15	0	-1.4	-11
Cc1onc(-c2ccccc2)c1C(=O)Nc1ccccc1NC(=O)c1c(-c2ccccc2)noc1C	2	-0.1	0	0	i	10	-9	4	-0.7	-10
CN(C)/C=N/c1c(C#N)cnn1C	1	-0.8	-2	-2	i	2	-7	-3	-0.5	3
COCCNC(=O)c1ccc2c(c1)NC(=O)CS2	0	0.3	1	-2	i	-1	-5	-4	-1.5	10
COc1ccc(-c2cc(C(=O)NCCCN3CCOCC3)on2)cc1OC	-1	-0.8	1	-2	i	-2	1	1	-0.5	15
O=C(CSc1ccccc1)Nc1nccs1	4	-0.8	3	-4	i	0	-13	6	9.2	14
COc1ccc(OC)c(N2C(=O)c3cccnc3C2=O)c1	-5	0.0	0	8	i	0	0	-18	-1.0	-7
CC(=O)Oc1ccc(/C=C(\NC(=O)c2cccc(Br)c2)C(=O)Nc2ccc(C(=O)O)cc2)cc1	-1	6.2*	-4	1	i	2	-19	-11	-1.0	0
NS(=O)(=O)c1ccc(NC(=S)Nc2ccc(C(=O)N3CCCCC3)cc2)cc1	4	-0.1	-2	-3	i	1	-9	1	0.9	26
CCOc1cccc(-c2c(C(=O)N/N=C/c3c(F)cccc3Cl)nnn2-c2nonc2N)c1	0	-0.5	-3	4	i	-6	-2	-1	1.9	9
O=C(CNC(=O)Cc1ccccc1)NCC(=O)OCC(=O)c1cccc2ccccc12	-4	-1.0	-6	-7	i	-2	-13	-9	0.2	6
CCC(C(=O)Nc1ccc(C(=O)O)cc1NC(=O)C(CC)c1ccccc1)c1ccccc1 (stereo not drawn)	3	-1.9	4	4	i	-4	-4	7	-1.0	-4
Fc1ccc(CSc2nnc(-c3ccco3)o2)cc1	2	-0.2	-1	-7	i	0	-7	4	0.3	-1
O=C1C(Cl)=C(NCCCO)C(=O)c2ccccc21	1	-2.4	-9	5	i	1	1	-31	3.6	15
CC(C)(C)OC(=O)N1CCc2onc(-c3ccc(Br)cc3)c2C1=O	-2	-0.5	0	-5	i	-2	nt	-4	0.1	-23

# Screening data: PubChem BioAssay, several laboratories
